High-throughput results from PubChem BioAssay.
Statin myotox sup: suppressors of simvastatin-induced myotoxicity in C2C12 myotubes; ATP luminescence, 48 h; scaled: DMSO 0, geranylgeraniol control 100; hit rate 0.78% among 330,000; rescue of ATP level, % at 7.49 µM; AID 602340;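 active = mean ATP rescue above about 67%, or every replicate alone reaching that limit, limit read from the data, passing the limit was not always enough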;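 note: myotubes were challenged with 10 µM simvastatin during compound exposure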
PGC1a acetyl inh: modulators of PGC1a acetylation; inhibition, % at 15.6 µM; hit rate 0.17% among 350,000; U2OS PGC1a acetylation, AlphaScreen anti-acetyl-lysine; with virally co-expressed GCN5 acetyltransferase;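 active = every replicate shows inhibition of at least 40%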;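 note: 0% = neutral control wells and 100% = positive control wells; some results beyond the cut were filed as inactive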
Cneo AK release: Cryptococcus neoformans lysis via adenylate kinase release; AID 651654; C. neoformans lysis, adenylate kinase release luminescence, 4 h; normalised: neutral wells 0, clomiphene wells 100; lysis activity, % at 15 µM; hit rate 0.2% among 360,000;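 active = mean lysis activity across replicates of at least 80%, whatever share of replicates individually reach that level; inactive = mean lysis activity below 80%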
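Schedule: static 4 h at 37 °C with compound, 1 h detection; system: C. neoformans cells; benchmarks: Clomiphene as positive control; buffer or medium: fresh YPD medium; measure: luminescence rise reflecting yeast cell lysis; measured by: luminescent adenylate kinase detection reagent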
Starred values were filed as active, the others as inactive. This is a subset; rates above refer to the full screens.

SMILES	Statin myotox sup	PGC1a acetyl inh	Cneo AK release
Cn1c2ccc(F)cc2c2ncn(Cc3ccco3)c(=O)c21	2	8	-6
O=C(c1noc2c1CCCC2)N1CCCC(N2CCN(c3ccccc3F)CC2)C1 (centres undefined)	-19	2	-2
N#C/C(=C/c1ccc(N2CCCC2)c([N+](=O)[O-])c1)c1nc2ccccc2[nH]1	-4	-5	-4
COc1cc(S(=O)(=O)NC2CCCC2)ccc1Cl	-25	-10	-1
CCOC(=O)C1=C(COc2ccc(F)cc2Cl)NC(=O)NC1c1cc(C)ccc1C (centres undefined)	-1	-6	0
O=C(CCC(=O)OCc1ccc(C(=O)Oc2ccccc2)cc1)Nc1cccc2ccccc12	-2	-5	1
CCOCC(=O)Nc1nnc(COCC)s1	7	2	-2
O=C(Nc1cccc(Cl)c1)c1csc(-c2ccccc2)n1	3	-24	0
Cc1oc(-c2ccc(F)cc2)cc1-c1nn2c(-c3ccoc3C)nnc2s1	0	-8	13
CCOc1cccc(CNc2ccc(O)cc2)c1OCc1ccccc1Cl	108*	6	-1
CCN(C(=O)CCS(=O)(=O)c1ccc(Br)cc1)c1ccc2c(c1)OCO2	-10	0	2
COc1ccc2cc(C(c3nnnn3C3CCCC3)N3CCCCCC3)c3nnnn3c2c1 (centres undefined)	17	12	0
Cc1oc(-c2ccccc2)cc1C(=O)Nc1ccc2ccccc2c1	-32	4	-3
CC1Cc2cc(/C(O)=C3/C(=O)C(=O)N(CCCn4ccnc4)C3c3ccco3)ccc2O1 (centres undefined)	-14	-1	-6
Cc1ccc(NC(=O)/C(=C\C=C\c2ccccc2)NC(=O)c2ccccc2)cc1	6	-6	0
O=C(CCc1ccccc1)Nc1cc(C(F)(F)F)ccc1Cl	-31	-21	0
CCOC(=O)c1cnc2c(cnn2C)c1NCCC#N	-6	-1	0
CCOc1ccc(NC(=O)Nc2ccc(N(C)C(C)=O)cc2)cc1	-36	-10	5
COc1cccc(Nc2nc(-c3ccc(O)cc3)cs2)c1	-5	-12	-10
Cn1c(=O)cc(SCC(=O)N2CCOCC2)c2ccc(Cl)cc21	-1	-19	-3
CCOC(=O)c1cnc(-c2ccccc2)[nH]c1=O	13	11	2
O=C(/C=C/c1ccc(Cl)cc1Cl)c1nc2ccccc2[nH]1	-7	-14	1
O=S(=O)(c1cccc(C(F)(F)F)c1)N1CCC(O)(c2cccnc2)CC1	2	5	-3
C=CCNC(=O)c1ccc(C(=O)c2ccccc2)cc1	-5	4	3
O=C(Nc1ccc2c(c1)OCCO2)c1ccc(NC(=O)C2CCCO2)cc1 (centres undefined)	-21	-8	-1

Complete entries as entered above. Values in the order: Statin myotox sup, PGC1a acetyl inh, Cneo AK release
CCOCC(=O)Nc1nnc(COCC)s1 in the list: 7, 2, -2
O=C(c1noc2c1CCCC2)N1CCCC(N2CCN(c3ccccc3F)CC2)C1 (centres undefined) in the list: -19, 2, -2
O=S(=O)(c1cccc(C(F)(F)F)c1)N1CCC(O)(c2cccnc2)CC1 in the list: 2, 5, -3
COc1cc(S(=O)(=O)NC2CCCC2)ccc1Cl in the list: -25, -10, -1
Cc1oc(-c2ccccc2)cc1C(=O)Nc1ccc2ccccc2c1 in the list: -32, 4, -3

(next part)
SMILES	Statin myotox sup	PGC1a acetyl inh	Cneo AK release
Cc1cc2c(=O)n(C)c(SCC(=O)c3cc4ccccc4o3)nc2s1	5	4	3
O=C(COc1ccc(Cl)cc1Cl)NCc1ccco1	6	15	-2
CCC1(c2ccccc2)NC(=O)N(CC(=O)Nc2cccc(C#N)c2)C1=O (centres undefined)	8	1	4
CC(C)(C)C(=O)c1sc2nc(-c3cccs3)cc(C(F)(F)F)c2c1N	11	-3	1
COc1ccc(C2CC(=O)C(C=NCCN3CCN(C(C)=O)CC3)=C(O)C2)cc1 (centres undefined)	19	-7	-2
O=C(CC1SCCNC1=O)Nc1cccc(C(F)(F)F)c1 (centres undefined)	-2	6	1
COc1ccc2c(C)cc(=O)oc2c1C	30	-2	0
CCc1cccc(CC)c1-n1c(SCn2nnc3ccccc3c2=O)nnc1-c1cccnc1	10	1	0
O=C(OCC(=O)N1CCOCC1)c1ccccc1SCC(=O)N1CCCC1	118*	3	4
COc1cccc(-c2nnc(-c3ccc(C(F)(F)F)cc3)o2)c1OC	1	3	-4
O=C(CSc1nc2c(c(C(F)(F)F)n1)CCc1ccccc1-2)NCc1ccccc1	24	6	0
Cc1cccc2nc(CSCc3ccco3)cn12	-11	-2	4
CN(C)CCCNc1oc(-c2cccc(Cl)c2)nc1C#N	-8	-3	0
Cc1nc2nc(-c3ccccc3)[nH]n2c(=O)c1Cc1ccccc1	22	0	-2
O=S(=O)(N1CCOCC1)n1nnc2ccccc21	12	-2	0
Cc1noc(C)c1S(=O)(=O)N1CCC(C(=O)Nc2ccc(OC(F)(F)F)cc2)CC1	-63	7	-5
C/C(=C\C(=O)c1ccc(Br)cc1)NCc1ccccc1	-8	7	10
CC(=O)Nc1ccc(S(=O)(=O)NCCNC(=O)c2ccccc2F)cc1	6	7	-1
O=C(COc1ccc(Cl)cc1)NCc1nnc(SCC(=O)NCCc2ccccc2)o1	-2	1	1
COc1ccc(N=C2S/C(=C\c3ccco3)C(=O)N2CC(C)C)cc1	-7	8	-1
O=C(NCCCN1CCOCC1)c1cc2c(s1)CCC2	0	1	-5
CC(=O)Nc1ccc(S(=O)(=O)N(C)CC(=O)OCC(=O)N2CCc3ccccc32)cc1	11	-2	-1
COc1cccc(-c2cc(C(=O)Nc3cnn(Cc4ccc(F)cc4)c3)no2)c1	-26	3	1
COC(=O)c1cc2nc(-c3ccc(OC)cc3)cc(C(F)(F)F)n2n1	-6	1	2
CCOC(=O)C1CCN(Cc2cnc(Oc3ccc(N)cc3)s2)CC1	0	5	-1
The results go on.
SMILES	Statin myotox sup	PGC1a acetyl inh	Cneo AK release
Cc1nnc(SCC(=O)NCc2cccs2)[nH]c1=O	-23	-26	1
Cc1nc(Nc2ccccc2)[nH]c(=O)c1CCC(C)C	0	16	0
C=CCNCCCCOc1ccc(C)cc1[N+](=O)[O-]	3	18	-3
Cc1cc(C)c2c(-n3cccc3)c(C(=O)NNS(=O)(=O)c3ccc(F)cc3)sc2n1	7	-132	-13
Cc1nc2sc(C(c3ccc(Cl)cc3)N3CCN(c4ccccc4F)CC3)c(O)n2n1 (centres undefined)	-116	5	0
CC(=O)c1ccc(S(=O)c2ccccc2)cc1 (centres undefined)	2	11	2
O=C(COc1ccccc1O)Nc1ccc(Cl)cc1	4	7	-3
C=CCOn1c(=O)c(-c2ccc(OC)c(OC)c2)[n+]([O-])c2ccccc21	2	-3	0
O=C(CCCn1c(=O)[nH]c2cc(Cl)ccc2c1=O)NCCCN1CCCC1	-16	-12	1
CCOC(=O)c1c(-c2ccccc2)nc2cc(C)ccn12	-4	6	0
CCn1c(O)c(C=Nc2ccccc2)oc1=S	3	-33	1
Nc1c(Cl)cc(Cl)cc1C(=O)OCC(=O)NC1CC1	70*	36	0
Cc1ccc(C)c(OC(=O)c2cccnc2)c1	-5	-8	-1
COc1ccc(CCN2C(=O)CC(Nc3ccc(N4CCOCC4)cc3)C2=O)cc1OC (centres undefined)	-9	-1	1
COc1ccc(S(=O)(=O)N2CCCC2C(=O)Nc2nnc(-c3cccnc3)s2)cc1 (centres undefined)	10	4	9
COC(=O)Nc1nnc(CC(=O)Nc2ccccc2C)s1	10	-3	1
Cc1ccc(-c2c3c(=O)n(C)c(=O)n(C)c3cn2Cc2ccccc2)cc1	5	2	0
O=C(/C=C\Nc1cccc(F)c1)c1ccc2c(c1)OCO2	6	-13	-4
c1ccc2c(c1)ncn2-c1ncnc2sc3c(c12)CCCC3	-8	13	-2
CCSc1nc(C)nc2c1oc1ccccc12	3	-6	4
O=S(=O)(NCc1ccccc1)c1cccs1	-10	5	2
O=c1c2ccccc2nc(SCc2cccc(F)c2)n1Cc1ccco1	14	-1	-2
COc1ccc2[nH]c(C)c(C(=O)CN3CCN(C(=O)c4ccco4)CC3)c2c1	2	-12	0
COc1ccc(Cl)cc1-c1n[nH]c(=S)n1C1CCCCC1	-4	-3	2
CCOC(=O)/C=c1\s/c(=C\c2ccc(C#N)cc2)c(=O)n1CC(=O)Nc1cccc(C)c1C	26	2	1
Going on with the list.
SMILES	Statin myotox sup	PGC1a acetyl inh	Cneo AK release
COc1ccc(C2=NOC(C(=O)NCc3cccs3)C2)cc1 (centres undefined)	97*	-5	-6
Cc1ccc(C)c(CN2CCNC2=O)c1	2	-7	-2
COC(=O)c1ccccc1OCC(=O)N1CCN(c2ccc(Cl)cc2)CC1	3	-1	2
CCC(CC)C(=O)Nc1cc(NC(=O)C(CC)CC)cc(C(=O)O)c1	-6	8	-1
COc1ccc(-c2c(C)n([O-])c3c([n+]2=O)CCCC3)cc1	4	15	4
COc1ccc(Nc2oc(COc3ccc(C)cc3)nc2C#N)cc1	1	-3	-3
COc1ccc(N(CC(=O)Nc2cc(C(=O)O)ccc2C)S(=O)(=O)c2c(C)noc2C)cc1	19	0	2
CC(C)(C)NC(=O)c1cnn2c1NC(c1ccc(F)cc1)CC2C(F)(F)F (centres undefined)	4	-9	3
CCN(CC)CCCNC(=O)C1CCC(=O)N(c2ccc(OC)cc2)C1c1ccc(F)cc1 (centres undefined)	13	-3	0
C=CCn1c(SCC(=O)Nc2cc(C)on2)nc2sc3c(c2c1=O)CCCC3	-1	12	0
CCCCOC(=O)CN1C(=O)c2ccc(C(=O)OCCCC)cc2C1=O	20	-6	5
COC(=O)c1ccccc1NC(=O)C1CCCN(S(=O)(=O)c2ccc(F)cc2)C1 (centres undefined)	21	-20	-1
O=C(Cn1nnc(-c2ccncc2)n1)N(C1CCCCC1)C1CCCCC1	124*	-19	0
Cc1ccc(S(=O)(=O)Nc2cccnc2)cc1	-8	-15	-1
Cc1cc(C)n(CC2CC(=O)N(c3ccc(Cl)c(Cl)c3)C2=O)n1 (centres undefined)	3	-1	0
CCOc1ccc2nc(NC(=O)c3ccc(OC)c(S(=O)(=O)N4CCOCC4)c3)sc2c1	-1	-2	2
CCOC(=O)c1oc2cccc(OC(C)=O)c2c1C	147*	1	5
Cc1nnc(SCC(=O)Nc2sccc2C#N)n1Cc1ccccc1	8	7	-1
CCCCC(=O)N/N=C/c1ccc(Sc2cccc3cccnc23)o1	48	-13	-2
CCc1ccc(NC(=O)CC2C(=O)Nc3c2c(=O)n(C)c(=O)n3C)cc1 (centres undefined)	22	0	-3
COc1cccc(CN(C(=O)Cc2c[nH]c3ccccc23)C(C(=O)NC2CCCCC2)c2cccs2)c1 (centres undefined)	-1	0	-2
CC(Oc1ccc(-c2ccccc2)c(F)c1)c1ccn(S(=O)(=O)c2cccc3ccccc23)n1 (centres undefined)	3	-4	1
Cc1cc(C)n(Cc2ccc(C(=O)O)o2)n1	1	3	-1
CC(C)COc1ccc(C(=O)OCCN2CCOCC2)c(O)c1	-8	-3	-1
Cc1ccc(CCNS(=O)(=O)c2cnc[nH]2)cc1	26	13	2
Continuation:
SMILES	Statin myotox sup	PGC1a acetyl inh	Cneo AK release
Cn1ncc(C#N)c1/N=C/N1CCOCC1	117*	-8	-3
CCCN(Cc1cc2ccc(C)cc2[nH]c1=O)C(=O)c1cccnc1	13	-21	7
COc1ccc(N2CCN(C(=O)CCCSc3nc4ccccc4[nH]3)CC2)cc1	2	-4	5
CCCOC(=O)C1=C(C)OC23OC(N)=C(C#N)C12C(=O)c1ccccc13 (centres undefined)	-1	8	-1
Cc1ccc(C2SCC(=O)N2Cc2cn3ccsc3n2)o1 (centres undefined)	5	-13	1
COc1ccc(Cl)cc1NC(=O)CN(C(=O)c1ccco1)C1CCCCC1	2	-11	2
Oc1ccc(CN2CCCCC2)nc1-c1ccccc1	16	16	-1
CCCCCCc1cc2cc(-c3nnc(-c4ccccc4O)o3)c(=O)oc2cc1O	-169	-1	-1
Cc1cc(C)nc(NS(=O)(=O)c2ccc(NC(=O)NC3CCCCC3)cc2)n1	8	9	-1
Cc1cc(N)n(-c2nc(-c3cccnc3)nc3ccccc23)n1	-3	16	0
Cc1ccc2nc(C)c(C)nc2c1N	14	8	-4
COc1cc(/C=C(/C#N)c2nc3ccccc3[nH]2)ccc1OC(=O)c1ccco1	2	-8	-3
N#Cc1ccc(Sc2nc3ccccc3[nH]2)cc1C#N	-11	15	1
O=S(=O)(c1cccc(C(F)(F)F)c1)N1CCN(S(=O)(=O)c2ccc3c(c2)OCCO3)CC1	-39	14	-2
C=CCn1c(NC(=O)CC)c(C(=O)OCC)sc1=S	9	7	4
Cc1cccc(NC(=O)CSc2nnc(Cn3cnc4ccccc43)o2)c1	1	3	0
COc1ccc2c(c1)CC/C(=C\c1ccc(OC)c(Cn3nc(C)cc3C)c1)C2=O	0	11	4

A second format for three compounds above:
Cc1cc(N)n(-c2nc(-c3cccnc3)nc3ccccc23)n1
  Statin myotox sup: -3 | PGC1a acetyl inh: 16 | Cneo AK release: 0

N#Cc1ccc(Sc2nc3ccccc3[nH]2)cc1C#N
  Statin myotox sup: -11 | PGC1a acetyl inh: 15 | Cneo AK release: 1

COc1ccc2c(c1)CC/C(=C\c1ccc(OC)c(Cn3nc(C)cc3C)c1)C2=O
  Statin myotox sup: 0 | PGC1a acetyl inh: 11 | Cneo AK release: 4
